MEKK2 WT-MEK5 = raises or lowers MEK5 binding to wildtype human MEKK2 PB1 domain; Q9Y2U5; 290,000 compounds, 1.1% hits; binding response (% of control), % at 10 µM; bead flow cytometry, Alexa488-MEK5 binding to MEKK2 WT; actives lie on both sides; in the data active = binding response below about 67% or above about 130%
GalR3 antag = human GalR3 antagonism | inhibition, % at 3 µM | AID 651719 | HEK293 GalR3-CNG cAMP membrane potential fluorescence; galR3 body fused to GalR1 C-terminus | 360,000 compounds, 0.44% hits | O60755;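 active = inhibition above the screen-wide average plus 3 SD, cut at about 13% in these data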;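 note: forskolin and galanin both at EC90 stimulate the cells; cAMP rise reported by CNG channel membrane potential dye signal; 0% = forskolin plus galanin with DMSO and 100% = forskolin alone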
Target sequence (O60755 1-299 limits assumed): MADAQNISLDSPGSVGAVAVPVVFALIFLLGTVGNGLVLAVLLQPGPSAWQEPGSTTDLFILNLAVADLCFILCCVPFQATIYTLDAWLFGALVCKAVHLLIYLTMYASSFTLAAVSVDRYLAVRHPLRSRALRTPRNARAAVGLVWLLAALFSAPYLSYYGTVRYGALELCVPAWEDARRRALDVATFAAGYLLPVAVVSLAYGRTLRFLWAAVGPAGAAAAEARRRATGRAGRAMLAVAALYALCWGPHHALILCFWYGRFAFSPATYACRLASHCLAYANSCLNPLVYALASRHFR
NALP1 inh = blocks the NALP1 inflammasome reconstituted in yeast | S. cerevisiae NALP1/ASC/caspase-1 growth, X-gal OD620, 72 h | inhibition, % at 10 µM | 280,000 compounds, 0.61% hits | AID 2071; in the data active = inhibition mostly above about 24%, no sharp cut-off; inactive = mostly below about 32%; note: some compounds called inactive have numbers as strong as hits
GPR7 antag = human neuropeptides B/W receptor 1 antagonism. inhibition, % at 4.4 µM. GPR7-expressing cells, fluorescence antagonist assay. P48145. 290,000 compounds, 1.1% hits; in the data active = inhibition above about 16%, passing the limit was not always enough;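 note: cells stimulated with the agonist NPW; 0% = agonist with vehicle and 100% = vehicle without agonist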
Target sequence (P48145 whole entry, looked up): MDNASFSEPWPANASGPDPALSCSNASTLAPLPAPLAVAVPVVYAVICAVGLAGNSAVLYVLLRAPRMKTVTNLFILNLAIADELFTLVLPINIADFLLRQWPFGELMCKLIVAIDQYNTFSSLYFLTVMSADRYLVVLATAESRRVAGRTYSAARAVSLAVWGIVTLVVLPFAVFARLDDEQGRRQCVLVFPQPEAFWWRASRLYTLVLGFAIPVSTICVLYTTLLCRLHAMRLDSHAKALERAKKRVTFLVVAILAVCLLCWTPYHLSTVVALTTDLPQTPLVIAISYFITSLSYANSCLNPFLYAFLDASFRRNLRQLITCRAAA
PfM18AAP inh = blocks P. falciparum M18 aspartyl aminopeptidase; recombinant PfM18AAP, H-Glu-NHMec fluorogenic cleavage; inhibition, % at 7.35 µM; 290,000 compounds, 1.2% hits; AID 1822;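 active = inhibition above the campaign mean inhibition over all tested compounds plus 3 SD, cut at about 28% in these data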;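 note: 0% = plate median of test compound wells and 100% = 2 mM ZnCl2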
OXTR potentiate = potentiates the human oxytocin receptor response | P30559 | CHO-OTR cells, Fluo-8 calcium fluorescence, potentiator mode; 0% = oxytocin EC15, 100% = EC100 | activation, % at 3 µM | 320,000 compounds, 0.061% hits | AID 2445;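 active = activation above that plate's cutoff, the mean activation of tested compounds plus 3 SD, cut at about 6.6% in these data, passing the limit was not always enough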;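 note: 100% uses oxytocin at 75 nM as the full agonist control; some results filed as inactive read as strong as hits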
Target sequence (P30559 whole entry, looked up): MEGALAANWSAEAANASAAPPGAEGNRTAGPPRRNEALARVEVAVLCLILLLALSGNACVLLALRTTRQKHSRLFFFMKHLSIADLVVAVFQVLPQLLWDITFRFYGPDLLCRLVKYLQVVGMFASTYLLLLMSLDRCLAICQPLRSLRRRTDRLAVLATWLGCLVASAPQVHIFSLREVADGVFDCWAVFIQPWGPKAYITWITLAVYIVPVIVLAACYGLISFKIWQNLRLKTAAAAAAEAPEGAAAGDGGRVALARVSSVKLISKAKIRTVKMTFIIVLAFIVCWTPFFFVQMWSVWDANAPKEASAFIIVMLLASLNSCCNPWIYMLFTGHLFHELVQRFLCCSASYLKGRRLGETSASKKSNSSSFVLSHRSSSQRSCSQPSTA
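System: human OTR in CHO cells; Also added: sub-maximal oxytocin, roughly EC15; Timing: compound 6 min at room temperature before oxytocin, 100 s read; Technique: Fluo-8 intracellular calcium fluorescence, ex 470-495, em 515-575 nm; Controls: oxytocin EC15 low and EC100 high; Replication: singlicate.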
MEKK2mut PB1 HTS = signal of MEK5 binding to mutant human MEKK2 PB1 domain. bead flow cytometry, Alexa488-MEK5 binding to MEKK2 mutant. percent response, % at 10 µM. 290,000 compounds, 0.35% hits. AID 1530; in the data active = percent response above about 24%, passing the limit was not always enough; note: inactives centre near 1; some results filed as inactive read as strong as hits
OXTR agonist = activates the human oxytocin receptor. P30559. CHO-OTR cells, Fluo-8 calcium fluorescence; normalized: DMSO 0%, oxytocin 100%. activation, % at 3 µM. 320,000 compounds, 0.32% hits. AID 2435;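 active = activation above the mean of all tested compounds plus 3 SD, cutoff set per screening run, cut at about 20% in these data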;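 note: peak over basal fluorescence ratio from a 100 s FLIPR kinetic read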
V1aR counter = V1a receptor agonism, counter-screen for OXTR agonists | activation, % at 3 µM | P37288 | CHO-V1R cells, Fluo-8 calcium fluorescence, agonist mode; 0% DMSO, 100% 3 nM vasopressin | AID 2797 | 320,000 compounds, 0.25% hits;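 active = activation above the mean activation of all tested compounds plus 3 SD, per screening run, cut at about 20% in these data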;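 note: signal is peak over basal fluorescence ratio across a 100 second FLIPR read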
* marks the source's active call; other numbers are inactive results; / = no result given.

SMILES | MEKK2 WT-MEK5 | GalR3 antag | NALP1 inh | GPR7 antag | PfM18AAP inh | OXTR potentiate | MEKK2mut PB1 HTS | OXTR agonist | V1aR counter
CC(C)C(OC(=O)c1cc2occc2n1C)C(=O)NCc1ccc2c(c1)OCO2 (stereo not drawn) | 102 | -7 | 1 | 8 | 7 | -11 | 5 | 1.1 | 0.4
CCCc1cc(=O)[nH]c2nnc(SCC(=O)Nc3nnc(SCC)s3)n12 | / | -4 | / | / | / | -3 | / | -1.1 | -0.9
COc1ccc(C2CC(c3ccc(F)cc3)n3nc(NS(C)(=O)=O)nc3N2)cc1 (stereo not drawn) | 119 | 1 | 1 | -8 | -5 | -1 | 19 | 0.0 | -0.3
Cn1cc(Cl)c(C(=O)NNC(=S)Nc2cccc(Cl)c2)n1 | 102 | -4 | -15 | -10 | 15 | -5 | -2 | 0.5 | 0.5
O=C(COc1ccc2ccccc2c1)NNC(=O)C(=O)Nc1ccccc1 | 99 | -8 | 13 | 9 | 5 | -10 | -7 | 0.2 | 0.9
O=C(Cn1cc[n+](CC(=O)c2ccccc2)c1)c1ccccc1 | 104 | 8 | -12 | -12 | 1 | -11 | 4 | 0.8 | 1.0
CCOC(=O)c1sc2nc(CSc3ccccc3)nc(NCCN(C)C)c2c1C | 176* | -7 | 14 | 7 | 4 | -2 | 40 | 8.8 | 6.6
COc1cc(NC(=S)Nc2ccc3c(c2)OCCO3)cc(OC)c1OC | 101 | -5 | / | -13 | 8 | -1 | 9 | -0.8 | -2.6
COc1c(C)cc(S(=O)(=O)N2CCOCC2)c(C)c1C | 98 | 8 | -18 | -11 | 0 | -7 | -11 | -0.8 | -0.6
O=[N+]([O-])c1ccccc1Oc1ncccc1[N+](=O)[O-] | 88 | -4 | 10 | -3 | -5 | -11 | -3 | -1.6 | -0.4
COc1ccc(-n2c(SCC(=O)NCc3ccco3)nc3sc4c(c3c2=O)CCN(C)C4)cc1 | 103 | -7 | 5 | -9 | 34* | -2 | 4 | -0.7 | -0.1
CCN(CC(=O)Nc1c(F)cccc1F)C(=O)c1cccc(S(=O)(=O)NCc2ccccc2)c1 | / | -3 | / | / | / | 1 | / | -1.2 | -1.1
COc1cc(/C=C(/C#N)C(=O)Nc2ccc(Cl)cc2)ccc1Oc1nc(Cl)ncc1F | 101 | -1 | / | -13 | 0 | -20 | -3 | -1.8 | 1.8
O=C(NC1CCCCC1)C1CCN(C(=O)c2ccc(-c3ccccc3)cc2)CC1 | 97 | -5 | 3 | 10 | 1 | -20 | -11 | -0.7 | -0.4
COc1c(C(=O)Nc2ccc(Br)cn2)ccc2ccccc12 | 101 | -7 | 20 | 8 | -8 | -14 | 6 | -1.3 | 0.4
Cc1cccc(C)c1NC(=O)C[n+]1cc(-c2ccccc2)n2c1CCC2 | 106 | -3 | 12 | -11 | -11 | -1 | 22 | 0.7 | -0.7
CCOC(=O)N1CCC(NC(=O)Cn2ncc3c4ccccc4n(C)c3c2=O)CC1 | 100 | -1 | 6 | -1 | -4 | / | 3 | / | /
CCOC(=O)c1ccc(N2CCN(C(C)=O)CC2)c(NC(=O)c2cccnc2)c1 | 94 | 1 | 4 | -7 | -4 | -14 | -4 | -0.6 | -1.1
O=C(Nc1ccccn1)c1cc2ccccc2o1 | 97 | -2 | -1 | -11 | 4 | -3 | 5 | -2.0 | -1.6
CN1CCC(N(C)C(=O)/C(C#N)=C/c2ccccc2)CC1 | 97 | -11 | 13 | -1 | -1 | / | -7 | / | /
CC(=O)COc1ccc2c3c(c(=O)oc2c1)CCCC3 | 100 | -6 | -2 | -7 | 3 | -5 | 2 | 0.4 | 1.1
COc1ccc(/C=C2/C(=O)OCc3cc(OC)c(OC)cc32)cc1 | 109 | 0 | 21 | 14 | 0 | -4 | 4 | -0.6 | -0.8
CCOC(=O)C1=C(Nc2ccc(Br)cc2)CC(C)(O)C(C(=O)OCC)C1c1ccccc1 (stereo not drawn) | 105 | -2 | 15 | 2 | 2 | -1 | 5 | 0.0 | -0.1
O=c1c2cc(-c3ccccc3)sc2nc2n1CCC2 | 97 | -5 | -5 | 0 | -2 | -9 | -2 | 3.3 | 4.8
COc1ccc(NC(=O)C2CCN(S(=O)(=O)c3ccc4c(c3)CC(C)N4C(C)=O)CC2)c(OC)c1 (stereo not drawn) | 98 | -6 | -1 | -3 | 5 | -6 | 3 | 0.5 | 3.9
Cc1cccc(NC(=O)CSc2ccc(-c3ccco3)nn2)c1 | 102 | -9 | 22 | -4 | -4 | -8 | 0 | 0.4 | 2.5
COc1cccc(NC(=O)Nc2ccccc2Br)c1 | 103 | -1 | -10 | -10 | 0 | -7 | -4 | -1.7 | -1.0
COc1ccc(-c2nn(-c3ccccc3)cc2C=O)cc1[N+](=O)[O-] | 102 | -10 | 8 | -2 | 5 | -6 | 5 | -1.7 | -0.7
CCOC(=O)c1c(=O)n(O)c2ccc(C)cc2[n+]1[O-] | 96 | -4 | -7 | -2 | 6 | -3 | -8 | 0.8 | 1.4
Cc1cc(C(=O)c2ccc(Cl)cc2)c(NC(=O)CCl)s1 | 108 | -4 | 25 | -3 | 5 | -3 | 1 | -1.8 | -1.9
O=C(c1ccccc1C(F)(F)F)N1CCN(S(=O)(=O)c2ccccc2)CC1 | 100 | -3 | 8 | -12 | -9 | 3 | -2 | 0.8 | 0.1
CC1CN(C(=O)COC(=O)c2ccc3ncsc3c2)CC(C)O1 (stereo not drawn) | / | -6 | / | / | / | 4 | / | 1.5 | 0.9
Cc1cccc(NC(=S)/N=C(\N)Nc2nc(C)c3ccccc3n2)c1 | 94 | -12 | 26 | 6 | -1 | -3 | -2 | -1.6 | -0.5
Cc1ccc(CN2CCN(Cc3ccc4c(c3)OCCO4)CC2CCO)cc1 (stereo not drawn) | 111 | -4 | 20 | -13 | 6 | -7 | 11 | -0.1 | -0.8
CC(=O)Nc1cccc(N(C)C)c1 | 107 | -1 | 10 | -5 | 12 | 5 | 22 | 0.8 | 1.8
COc1ccccc1CN1CCCC(C(=O)N2CCCCC2)C1 (stereo not drawn) | 101 | 1 | / | -5 | 3 | 1 | -2 | 0.6 | 2.0
CCOC(=O)c1ccc(NC(=O)Nn2cnnc2)cc1 | 104 | -2 | 7 | -6 | 72* | / | 1 | / | /
COc1ccc(S(=O)(=O)Nc2cc(C(C)C)c(O)cc2C)cc1 | 92 | -1 | -20 | -4 | -34 | -18 | -4 | 2.1 | 1.9
O=C(CSc1ccccn1)Nc1ccc2ccccc2c1 | 94 | / | 8 | 6 | 5 | -16 | -2 | -0.8 | -0.8
CN(C)c1ccc(/C=N/OC(=O)Nc2ccccc2Cl)cc1 | 111 | 3 | 13 | -5 | -3 | -4 | 0 | 0.7 | -0.2
Cc1ccc(S(=O)(=O)NCCOc2cc(C)ccc2C)cc1 | 105 | -1 | 7 | -13 | 1 | -11 | 6 | -1.2 | 1.0
O=C(COC(=O)c1ccco1)Nc1ccc2c(c1)OCCO2 | 103 | -3 | -2 | -7 | 3 | -1 | 7 | -0.1 | 0.2
O=C(Nc1cccc(C(F)(F)F)c1)C1CCCN(S(=O)(=O)c2cnc[nH]2)C1 (stereo not drawn) | 98 | -7 | -5 | -7 | -2 | 3 | 0 | -1.1 | -1.4
O=C(Nc1cccc2ncccc12)c1ccccc1Cl | 101 | -5 | 6 | -6 | -12 | -11 | 5 | 2.1 | -0.1
CN1CCC(OC(c2ccccc2)c2ccccc2)CC1 | 93 | / | 13 | -8 | 8 | -1 | 4 | 2.8 | 2.1
Cc1ccc(NC(=O)NCCCN2CCCC2=O)c(C)c1 | 106 | 1 | -2 | -6 | 2 | -12 | 5 | -0.8 | -0.3
COc1ccccc1CCCNC(=O)C1CCC(=O)N(CCCN2CCCC2=O)C1 (stereo not drawn) | 110 | -7 | -14 | -9 | -1 | 3 | 2 | 1.1 | -0.3
CC(C)c1ccccc1NC(=O)c1ccc2ncsc2c1 | 103 | -6 | 6 | -8 | -6 | -1 | 0 | -0.2 | 0.5

Brought forward from above: 3 compounds, then new ones.
SMILES | MEKK2 WT-MEK5 | GalR3 antag | NALP1 inh | GPR7 antag | PfM18AAP inh | OXTR potentiate | MEKK2mut PB1 HTS | OXTR agonist | V1aR counter
Cc1ccc(NC(=O)NCCCN2CCCC2=O)c(C)c1 | 106 | 1 | -2 | -6 | 2 | -12 | 5 | -0.8 | -0.3
COc1ccccc1CCCNC(=O)C1CCC(=O)N(CCCN2CCCC2=O)C1 (stereo not drawn) | 110 | -7 | -14 | -9 | -1 | 3 | 2 | 1.1 | -0.3
CC(C)c1ccccc1NC(=O)c1ccc2ncsc2c1 | 103 | -6 | 6 | -8 | -6 | -1 | 0 | -0.2 | 0.5
O=C(CSc1nnc2ccccn12)Nc1cccc(-c2nc3ccccc3s2)c1 | 108 | -1 | 19 | -4 | 0 | -8 | -5 | 1.9 | 0.5
COc1ccc(C2(CNC(=O)CCC(=O)O)CCCC2)cc1OC | 95 | 0 | 13 | -10 | -8 | 0 | -5 | 1.0 | 1.1
CCCCN(CCCNC(=O)c1ccc2nc(N3CCOCC3)sc2c1)Cc1ccccc1 | 158* | -6 | 11 | 1 | -2 | -9 | 20 | 1.0 | 0.4
Brc1ccccc1/C=N/Nc1ccc2ccccc2n1 | 126 | -3 | -1 | -6 | 10 | -4 | 15 | -2.2 | 0.2
Cc1ccccc1C(O)c1cccnc1 (stereo not drawn) | 111 | -4 | -4 | 0 | 0 | -4 | 10 | -1.1 | -0.1
COc1ccccc1N1CCN(C2CC(=O)N(C)C2=O)CC1 (stereo not drawn) | 109 | -8 | 6 | -16 | -5 | 2 | 4 | 0.1 | -0.1
Cc1cc(C(C)(C)C)oc1C(=O)N(CC(=O)NC1CCCC1)c1c(C)cccc1C | 93 | -10 | 23 | 17 | 3 | -3 | 2 | -1.2 | -0.8
O=C(CSc1n[nH]c(=O)[nH]c1=O)N1CCCCCC1 | 98 | -3 | 10 | -3 | -4 | 2 | -3 | 2.2 | 0.7
COc1ccc(S(=O)(=O)N2CCC(NC(=O)c3cccc(F)c3)CC2)cc1 | 105 | -7 | 2 | -5 | -10 | -7 | 5 | -2.5 | -0.1
Cc1ccc(C(=O)CN2C(=O)NC3(CCc4ccccc43)C2=O)c(C)c1 (stereo not drawn) | / | 0 | / | / | / | -13 | / | -1.4 | -1.0
O=S(=O)(c1cccc2c(S(=O)(=O)N3CCCC3)cccc12)N1CCCC1 | 101 | 2 | -10 | -16 | -12 | -6 | 2 | -0.8 | 0.4
CCOc1ccc(N/C=C/C(=O)c2ccc3ccccc3c2)c([N+](=O)[O-])c1 | 98 | / | 34 | 2 | -5 | -4 | 2 | 1.3 | 0.1
COc1ccc(C2CC(=O)N3CN(c4ccccc4F)CSC3=C2C#N)cc1OC (stereo not drawn) | 109 | / | 7 | -3 | 17 | -5 | 4 | 1.0 | 1.5
COc1ccc(NC(=O)c2ccccc2Cl)cc1NC(=O)CN1CCOCC1 | 110 | -1 | 0 | -5 | -14 | -10 | 11 | -0.9 | 0.8
O=C(CSc1nncc2ccccc12)N1CCOCC1 | 108 | 2 | 15 | -3 | 8 | -1 | 6 | 0.6 | 0.8

Bioassay records (PubChem)
